Screening data (PubChem BioAssay)
SMN2 splice enh = SMN2 splice variant enhancement | Potency, µM (top dose mostly 46.1 µM), without a hit: at the top dose activity change, positive = activation, usual class: activators | HEK293 SMN2-luciferase splicing reporter, luminescence, 30-36 h | 210,000 tested, 2.8% active; note: potency is the fitted concentration of half-maximal effect; % of control where 0% means no effect; nearly all actives have a fitted effect of over 55% in size
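qHTS luciferase splicing reporter: luminescence rises when SMN2 exon 7 is included in transfected HEK293 cells. Compound exposure lasted 30-36 h at 37C, with 4.5 mM final sodium butyrate as control, followed by a ONE-Glo read.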
IMPase Li cell = IMPase inhibition in cells with lithium potentiation; CHO-M1 cells, IP1 TR-FRET (IP-One), carbachol + lithium; Potency, µM (highest dose often 59.4 µM), for inactives: top-dose activity, negative = IMPase inhibition, hits mostly inhibitors; 210,000 tested, 0.35% active; AID 1457;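 note: IP1 builds up when IMPase is blocked and the TR-FRET signal falls; potency is the fitted concentration of half-maximal effect; plate controls were basal vehicle for no effect and high inhibitor control for full effect; nearly all actives have a fitted effect of over 50% in size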
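Steps: plate 2000 CHO-M1 cells per well and culture 16–30 h; add compound and lithium; incubate 30 min, 37C; add d2-IP1 tracer and Eu cryptate anti-IP1 antibody in lysis buffer; read after 10 min at room temperature.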
CBFb-RUNX1 inh = inhibitors of human CBF-beta and RUNX1 interaction; Q01196+Q13951; AlphaScreen CBFb-His/RUNX1-biotin binding, biochemical; Potency, µM (series often up to 59.8 µM), without a hit: at the top dose activity, negative = inhibition, most hits filed as inhibitors; 230,000 tested, under 10 active; AID 1477; note: % of control where 0% means no effect
Target sequence (Q01196 whole entry, looked up): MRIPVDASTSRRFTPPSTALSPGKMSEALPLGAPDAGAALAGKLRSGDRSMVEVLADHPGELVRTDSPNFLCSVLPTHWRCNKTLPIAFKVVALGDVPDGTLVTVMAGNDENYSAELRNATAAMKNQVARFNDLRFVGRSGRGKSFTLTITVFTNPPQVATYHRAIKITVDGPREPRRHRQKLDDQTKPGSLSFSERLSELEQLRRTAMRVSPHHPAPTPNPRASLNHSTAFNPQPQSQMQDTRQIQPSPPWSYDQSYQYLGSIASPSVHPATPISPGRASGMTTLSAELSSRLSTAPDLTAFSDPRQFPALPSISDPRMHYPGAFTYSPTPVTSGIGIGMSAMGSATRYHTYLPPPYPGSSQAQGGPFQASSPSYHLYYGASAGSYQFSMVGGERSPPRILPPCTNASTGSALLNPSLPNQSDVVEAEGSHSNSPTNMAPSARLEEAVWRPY
Target sequence (Q13951 whole entry, looked up): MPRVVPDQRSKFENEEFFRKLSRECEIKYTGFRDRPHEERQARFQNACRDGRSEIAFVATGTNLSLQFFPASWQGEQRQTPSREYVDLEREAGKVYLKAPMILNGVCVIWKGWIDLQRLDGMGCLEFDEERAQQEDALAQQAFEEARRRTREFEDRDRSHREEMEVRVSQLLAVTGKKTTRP
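Room-temperature protein-protein interaction test with 30 nM each of His-tagged CBF-beta and biotinylated RUNX1, 15 min with compound, then 90 min with nickel plus streptavidin beads. Signal read in AlphaScreen mode.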
HTT aggregate = inhibitors of mutant huntingtin aggregate formation in PC12 cells. PC12 HttQ103-GFP aggregates, Acumen cytometry, 40 h. Potency, µM (titrated, usually from 46.1 µM), without a hit: at the highest dose activity change, negative = inhibition, actives largely listed as inhibitors. 220,000 tested, 1.1% active. AID 1688; note: potency is the fitted concentration of half-maximal effect; % is set by controls: 0 for no effect and ±100 for the full control effect; nearly all actives have a fitted effect of over 60% in size
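Aggregate formation scored by laser-scanning cytometer (488 excitation, 500–530 emission) in lysed PC12 cells expressing Q103-GFP after 100 nM tebufenozide induction; library tested in dose series, with ATPLite reagent added in the multiplex.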
HTT cytoprotect = cytoprotection in Huntington HTT-Q103 PC12 cell model | Potency, µM (top dose mostly 56.4 µM), without a hit: cytoprotection (ATP increase), hits mostly activators | AID 1471 | 230,000 tested, 0.14% active | PC12 HTT-Q103 induced, cytoprotection, ATP luminescence, 40 h;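 note: potency is the fitted concentration of half-maximal effect; % of control where 0% means no effect; nearly all actives have a fitted effect of over 45% in size; toxic huntingtin expression switched on by the ecdysone agonist tebufenozide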
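Readout: ATPlite luminescence (ATP level). Model: stable PC12, inducible Htt exon1 Q103-GFP. Inducer: tebufenozide, 100 nM final. Compounds: dose series. No G418 in medium.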
LMNA splice mod = changes lamin A minigene splicing in HeLa cells | HeLa LMNA splicing GFP/RFP minigene ratio, 48 h | Potency, µM (highest dose often 46.1 µM), without a hit: at the highest dose ratio change, negative = inhibition, hits mostly inhibitors | AID 1487 | 200,000 tested, 0.01% active; active = well fitted inhibition curve with a large enough effect in the signal ratio, with a control signal flat, not every such curve was filed as active; inconclusive = small, poorly fitted or top-dose-only effect, or effect the other way, or a change in a side signal; the % refers to the signal ratio; note: potency is the fitted concentration of half-maximal effect; % is set by controls: 0 for no effect and ±100 for the full control effect
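Read-out is the ratio of GFP to DsRed2 object intensity, acquired by 488 nm laser-scanning cytometry on HeLa lamin A-EGFP minigene reporter cells. Compound incubation 48 hrs at 37 °C in Opti-MEM with 2% FBS; DMSO 0.5% final.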
Luc counter = Kinase-Glo luciferase inhibition (counter-screen); Q27757; Potency, µM (doses to about 38.3 µM), for inactives: top-dose activity change, negative = inhibition, actives largely listed as inhibitors; Kinase-Glo luciferase, ATP luminescence, 8 min; AID 1379; 200,000 tested, 0.28% active; note: potency is the fitted concentration of half-maximal effect; % is set by controls: 0 for no effect and ±100 for the full control effect; nearly all actives have a fitted effect of over 60% in size
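Luminescence was the read-out, taken after 8-minute incubation at ambient temperature. Luciferase turned over luciferin with 10 uM ATP in imidazole pH 7.2 buffer containing KCl, MgCl2, Tween 20 and BSA.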
Starred values were filed as active, the others as inactive; & = joins results of further samples; [ ] = another dose, or the depositor's remark. Unless noted, calls come from the whole dose curve; as a rule, active = well fitted curve in the direction sought with a large enough effect; inconclusive = small, poorly fitted or top-dose-only effect, or another doubt; inactive = no such curve, though single readings can be large; an effect the other way counts as inactive or inconclusive.

What do the screens show for `O=[N+]([O-])c1cccc(-c2ccc(/C=N/NC(=S)NCc3ccco3)o2)c1`?
CBFb-RUNX1 inh: -1%; HTT aggregate: 3%[9.22 µM]; HTT cytoprotect: 10%[10 µM]

Results for Cc1ccc(S(=O)(=O)N2CCC(C(=O)NCC3CCCO3)CC2)cc1 (centres undefined) ?
SMN2 splice enh: 9%; IMPase Li cell: 24%[38.3 µM]; CBFb-RUNX1 inh: 3%; HTT aggregate: 4%; HTT cytoprotect: 0%; LMNA splice mod: -2%; Luc counter: 19%

How did CCOc1ccccc1-n1c(=S)sc2c(=O)n(-c3ccc(C)cc3)c(=S)[nH]c21 do in these assays?
IMPase Li cell: -8%; CBFb-RUNX1 inh: 1%; HTT aggregate: 5%; HTT cytoprotect: 12%

How did CC1(C)CC(=O)c2cnc(N3CCc4ccccc4C3)nc2C1 do in these assays?
SMN2 splice enh: -35%[inhibitor]; IMPase Li cell: 7%[38.3 µM]; CBFb-RUNX1 inh: 2%; HTT aggregate: inconclusive; HTT cytoprotect: 7%; LMNA splice mod: 5%; Luc counter: -1%

What do the screens show for `CN(c1ccccc1)c1nc2ccsc2c(=O)s1`?
SMN2 splice enh: inconclusive; IMPase Li cell: 16%[38.3 µM]; CBFb-RUNX1 inh: inconclusive; HTT aggregate: -17%; HTT cytoprotect: -39%[inhibitor]; LMNA splice mod: 6%; Luc counter: -2%

What do the screens show for `CCOC(=O)NC1C=CS(=O)(=O)C1` (centres undefined)?
SMN2 splice enh: -9%; IMPase Li cell: 1%[38.3 µM]; CBFb-RUNX1 inh: 3%; HTT aggregate: 8%; HTT cytoprotect: 3%; LMNA splice mod: -6%; Luc counter: 0%

Results for Nc1cc([N+](=O)[O-])ccc1O ?
SMN2 splice enh: -7%&-2%; IMPase Li cell: 13%&-3%; CBFb-RUNX1 inh: 5%; HTT aggregate: -6%; HTT cytoprotect: -11%[1.9 µM]; LMNA splice mod: -28%; Luc counter: -6%

What do the screens show for `CCOc1ccc(OCCn2ccnc2)cc1`?
SMN2 splice enh: 4%; IMPase Li cell: -9%; CBFb-RUNX1 inh: 4%; HTT aggregate: 4%; LMNA splice mod: 11%; Luc counter: 0%

How did CC(=O)c1ccc(OCc2ccc(Oc3c(Cl)cccc3[N+](=O)[O-])cc2)cc1 do in these assays?
SMN2 splice enh: -38%[inhibitor]; IMPase Li cell: 12%; CBFb-RUNX1 inh: -6%; HTT aggregate: 10%; HTT cytoprotect: 16%[10 µM]; LMNA splice mod: -4%; Luc counter: -2%

What do the screens show for `O=C(c1ccc(-n2cccc2)cc1)N1CCN(Cc2ccccc2)CC1`?
SMN2 splice enh: -9%; IMPase Li cell: 1%[38.3 µM]; CBFb-RUNX1 inh: -19%; HTT aggregate: -14%; HTT cytoprotect: -13%; LMNA splice mod: 3%; Luc counter: -1%

What do the screens show for `Cc1ccc(NCC(=O)N/N=C/c2ccc(-c3cccc(C(F)(F)F)c3)o2)cc1`?
SMN2 splice enh: -20%; IMPase Li cell: -9%; CBFb-RUNX1 inh: -6%; HTT aggregate: 10%; HTT cytoprotect: 14%[10 µM]; LMNA splice mod: -25%; Luc counter: 3%

What do the screens show for `Cc1ccc(S(=O)(=O)Nc2ccc(-c3cn4ccc(C)cc4n3)cc2)cc1`?
CBFb-RUNX1 inh: -24%; HTT aggregate: 17%; HTT cytoprotect: -6%[10 µM]; LMNA splice mod: inconclusive

How did COc1ccc(C(=O)c2c(C(F)(F)F)oc3c2C(=O)c2ccccc2C3=O)cc1 do in these assays?
SMN2 splice enh: -69%[inhibitor]; IMPase Li cell: 51%[activator][38.3 µM]; CBFb-RUNX1 inh: -14%; HTT aggregate: 3.2µM*; HTT cytoprotect: -85%[inhibitor]; LMNA splice mod: inconclusive; Luc counter: -2%

How did CC(=O)Oc1ccc(-c2cccc(C(=O)Oc3ccccc3)c2)cc1 do in these assays?
SMN2 splice enh: 6%; IMPase Li cell: 27%[38.3 µM]; CBFb-RUNX1 inh: 14%; HTT aggregate: -6%; HTT cytoprotect: 12%; LMNA splice mod: 4%; Luc counter: -3%

How did Nc1nnc(SCC(=O)N2CCN(c3ccccc3)CC2)s1 do in these assays?
CBFb-RUNX1 inh: 1%; HTT aggregate: 12%; HTT cytoprotect: 9%[10 µM]; LMNA splice mod: 0%

Results for N/C(=N\OC(=O)c1ccc(=O)n(Cc2ccc(Cl)cc2)c1)c1ccccn1 ?
SMN2 splice enh: -12%; IMPase Li cell: 4%; CBFb-RUNX1 inh: -3%; HTT aggregate: 2%; HTT cytoprotect: -8%[10 µM]; LMNA splice mod: inconclusive; Luc counter: -1%

Results for CC12CCC(=O)N1C(C(=O)O)Cc1c2[nH]c2ccccc12 (centres undefined) ?
SMN2 splice enh: -5%; IMPase Li cell: -7%[38.3 µM]; CBFb-RUNX1 inh: 4%; HTT aggregate: -11%; HTT cytoprotect: 8%; LMNA splice mod: -4%; Luc counter: -4%

What do the screens show for `CCOC(CNC(=O)c1ccc(CNC(=O)c2ccc(OC)c(OC)c2)cc1)OCC`?
SMN2 splice enh: -8%; IMPase Li cell: -3%; CBFb-RUNX1 inh: 0%; HTT aggregate: 0%; HTT cytoprotect: -10%; Luc counter: 1%

How did O=C(CCN1C(=O)C2CC=C(Cl)CC2C1=O)N1CCCCC1 (centres undefined) do in these assays?
SMN2 splice enh: -13%; IMPase Li cell: 16%[38.3 µM]; CBFb-RUNX1 inh: -4%; HTT aggregate: -1%; HTT cytoprotect: 8%[1.9 µM]; LMNA splice mod: 9%; Luc counter: 0%

Results for COC(=O)CN(C#N)c1nc(OC)nc(N(C)C)n1 ?
SMN2 splice enh: -4%; IMPase Li cell: -1%[38.3 µM]; CBFb-RUNX1 inh: -4%; HTT aggregate: -16%; HTT cytoprotect: -7%[10 µM]; LMNA splice mod: 3%; Luc counter: 0%

Results for COc1cccc(C2=NOC(C(=O)N3CCc4ccccc4C3)C2)c1 (centres undefined) ?
SMN2 splice enh: 23%; IMPase Li cell: 13%; CBFb-RUNX1 inh: 4%; HTT aggregate: -12%; HTT cytoprotect: 17%[10 µM]; LMNA splice mod: -11%; Luc counter: 1%

How did CCN(CC)CC(O)Cn1c(-c2cccc(Cl)c2)nc2cc(C)c(C)cc21 (centres undefined) do in these assays?
CBFb-RUNX1 inh: 5%; HTT aggregate: -17%[9.22 µM]; HTT cytoprotect: 10%[10 µM]

How did OCCN1CCN(CCCN2c3ccccc3C=Cc3ccccc32)CC1 do in these assays?
SMN2 splice enh: -3%&-10%; IMPase Li cell: 30%&14%[activator]; CBFb-RUNX1 inh: 2%&6%&-4%; HTT aggregate: -22%; HTT cytoprotect: -106%[inhibitor]; LMNA splice mod: inconclusive; Luc counter: -5%&0%

How did Cc1ccc(N)c([N+](=O)[O-])c1 do in these assays?
SMN2 splice enh: 6%; IMPase Li cell: -2%; CBFb-RUNX1 inh: 6%[21.7 µM]; HTT cytoprotect: -2%

No new results follow: 2 of the compounds above.
How did OCCN1CCN(CCCN2c3ccccc3C=Cc3ccccc32)CC1 do in these assays?
SMN2 splice enh: -3%&-10%; IMPase Li cell: 30%&14%[activator]; CBFb-RUNX1 inh: 2%&6%&-4%; HTT aggregate: -22%; HTT cytoprotect: -106%[inhibitor]; LMNA splice mod: inconclusive; Luc counter: -5%&0%

How did Cc1ccc(N)c([N+](=O)[O-])c1 do in these assays?
SMN2 splice enh: 6%; IMPase Li cell: -2%; CBFb-RUNX1 inh: 6%[21.7 µM]; HTT cytoprotect: -2%

(continued)
What do the screens show for `COc1ccc(N/C(C)=C2/C(=O)C(=O)N(CCO)C2c2ccc([N+](=O)[O-])cc2)cc1` (centres undefined)?
SMN2 splice enh: inconclusive; IMPase Li cell: 17%[38.3 µM]; CBFb-RUNX1 inh: -3%; HTT aggregate: 3%; HTT cytoprotect: 20%; LMNA splice mod: 4%; Luc counter: -5%

How did COC(=O)CCC(=O)OC1(C)C(=O)C=C2C=C(C3CC3)N(CCc3ccccn3)C=C2C1=O (centres undefined) do in these assays?
SMN2 splice enh: 9%[9.22 µM]; IMPase Li cell: 9%; CBFb-RUNX1 inh: 5%[13.1 µM]; HTT aggregate: -36%[9.22 µM]; HTT cytoprotect: -19%&8%[10 µM]; LMNA splice mod: inconclusive; Luc counter: -6%[7.66 µM]

How did CCOC(=O)C1=C(C)Nc2nc(C)nn2C1c1ccc(OC)c(OC)c1 (centres undefined) do in these assays?
SMN2 splice enh: -6%; IMPase Li cell: -3%; CBFb-RUNX1 inh: 1%[2.36 µM]; HTT aggregate: 3%; HTT cytoprotect: -11%; LMNA splice mod: -5%; Luc counter: 1%

How did COc1ccc(NC(=O)CCN2C(=O)C3CC=C(Cl)CC3C2=O)cc1 (centres undefined) do in these assays?
SMN2 splice enh: 8%; IMPase Li cell: -4%; CBFb-RUNX1 inh: 2%; HTT aggregate: -1%; HTT cytoprotect: -12%; LMNA splice mod: -6%; Luc counter: -1%

Results for CCC(=O)Nc1ccc(/C(C)=N\NC(=O)c2ccc(C)s2)cc1 ?
IMPase Li cell: -2%[38.3 µM]; CBFb-RUNX1 inh: 2%; HTT aggregate: 9%; HTT cytoprotect: -14%; LMNA splice mod: 0%; Luc counter: 1%

Results for C=CCNc1nc(Nc2ccc([N+](=O)[O-])cc2)nc(OCC)n1 ?
SMN2 splice enh: 15%; IMPase Li cell: 0%; CBFb-RUNX1 inh: -6%; HTT aggregate: -7%; HTT cytoprotect: -22%[10 µM]; LMNA splice mod: inconclusive; Luc counter: 4%

What do the screens show for `CCCCC(CC)COC(=O)CCCCC(=O)OCC(CC)CCCC` (centres undefined)?
SMN2 splice enh: -8%; IMPase Li cell: -11%; CBFb-RUNX1 inh: 9%[21.7 µM]; HTT cytoprotect: 2%

Results for Cc1ccc(C(=O)/C=C\NCc2ccccc2)cc1 ?
SMN2 splice enh: inconclusive; IMPase Li cell: -1%; CBFb-RUNX1 inh: -1%; HTT aggregate: -8%; LMNA splice mod: inconclusive; Luc counter: -1%

Results for COc1ccccc1CNc1ncncc1-c1cccc(C#N)c1 ?
SMN2 splice enh: -4%; IMPase Li cell: 17%; HTT cytoprotect: 27%; LMNA splice mod: -7%; Luc counter: -3%

What do the screens show for `CC(C)(C)CNCCO`?
SMN2 splice enh: 1%[9.22 µM]; IMPase Li cell: -7%; HTT cytoprotect: -12%[10 µM]; Luc counter: -1%[7.66 µM]
